CAL PDZ FP: inhibitors of human CAL PDZ peptide binding; Q9HD26; purified CAL PDZ, TMR-peptide fluorescence polarization, 1 h; inhibition, % at 24.9 µM; 0.92% of 300,000 active;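 active = mean inhibition of at least 30% with at least half of replicates also reaching 30%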;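 note: 0% = DMSO neutral control and 100% = excess unlabeled competitor peptide PRC23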
cardiac RTF act: increases calcium sensitivity of human cardiac regulated thin filaments | P19429+P45379 | IANBD-labeled TnC RTF fluorescence at EC20 calcium; 0% EC20 calcium, 100% full calcium | activation, % at 7.2 µM | 0.24% of 340,000 active;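 active = activation above the mean over all tested compounds plus 3 SD, cut at about 30% in these data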;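 note: rise in fluorescence read as greater calcium sensitivity of cardiac thin filaments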
LANA DNA inh: inhibitors of KSHV LANA C-terminal domain DNA binding | inhibition, % at 9 µM | 0.078% of 340,000 active | MBP-C-LANA/FAM-LBS DNA binding, fluorescence polarization;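 active = highest replicate inhibition at or above 60% at 9 µM, even if other replicates fall short; inactive = all replicates below 60% inhibition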;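 note: 0% = neutral control wells and 100% = 4 µM acridine orange control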
OPRM1-OPRD1 ag: OPRM1-OPRD1 heterodimerization agonism; P35372+P41143; cells, luminescence; activation, % at 9.3 µM; 0.3% of 340,000 active; in the data active = activation above about 18%;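 note: 0% = vehicle-treated cells and 100% = reference agonist; values of inactives mirror those of a sister screen read the other way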
HTR5A ag ctr: counter-screen for OPRM1-OPRD1 agonists: human HTR5A agonism; AID 504692; P47898; 0.61% of 340,000 active; HTR5A agonist assay, luminescence, cell-based; activation, % at 9.3 µM; in the data active = activation mostly above about 9.5%, no sharp cut-off; inactive = mostly below about 7.6%;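 note: 0% = cells with vehicle only and 100% = reference agonist; strong numbers were not always called active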
Target sequence (P47898 whole entry, looked up): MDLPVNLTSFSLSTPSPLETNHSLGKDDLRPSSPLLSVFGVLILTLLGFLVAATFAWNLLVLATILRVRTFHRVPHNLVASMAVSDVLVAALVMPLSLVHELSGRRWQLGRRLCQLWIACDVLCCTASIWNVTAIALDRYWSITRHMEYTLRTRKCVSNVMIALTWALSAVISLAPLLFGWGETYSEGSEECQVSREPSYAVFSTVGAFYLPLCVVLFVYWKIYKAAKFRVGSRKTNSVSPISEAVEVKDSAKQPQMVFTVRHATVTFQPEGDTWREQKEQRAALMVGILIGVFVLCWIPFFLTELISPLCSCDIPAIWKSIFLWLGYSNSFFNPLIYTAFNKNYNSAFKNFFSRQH
V-ATPase pH: alters yeast V-ATPase proton transport; S. cerevisiae, pHLuorin cytosolic pH fluorescence; AID 504577; response, % at 10 µM; 0.37% of 350,000 active; in the data active = response mostly above about 7.3%, no sharp cut-off; inactive = mostly below about 5.4%; note: actives read high; inactives centre near 0; some compounds called inactive have numbers as strong as hits; reference of the scale not given here
HTR5A inv ag: inverse agonist of human HTR5A in OPRM1-OPRD1 counter-screen; HTR5A cell line, luminescence, inverse agonism; inhibition, % at 9.3 µM; 0.083% of 340,000 active; in the data active = inhibition mostly above about 23%, no sharp cut-off; inactive = mostly below about 18%;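 note: 0% = cells with DMSO and 100% = no-cell wells with DMSO; some compounds called inactive have numbers as strong as hits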
Cardiac RTF inh: cardiac RTF calcium desensitization. P19429+P45379. IANBD-labeled cardiac RTF, Ca2+ fluorescence. inhibition, % at 7.15 µM. 0.12% of 340,000 active;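 active = inhibition above the mean inhibition of all tested compounds plus 3 SD, cut at about 17% in these data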;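 note: assay run at fixed EC70 calcium of 1.6 mM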
Keap1 Nrf2 FP: inhibitors of human Keap1-Nrf2 protein-protein interaction | Keap1 Kelch-Nrf2 peptide fluorescence polarization, 1536-well | inhibition, % at 9.4 µM | 0.15% of 340,000 active | AID 504523; in the data active = inhibition above about 12%;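 note: human Keap1 Kelch domain with fluorescein labeled Nrf2 9mer peptide probe; 0% = neutral control wells and 100% = peptide positive control; higher means more block of Keap1 binding to Nrf2 peptide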
Target sequence (Q14145 whole entry, looked up, the tested form may be a part): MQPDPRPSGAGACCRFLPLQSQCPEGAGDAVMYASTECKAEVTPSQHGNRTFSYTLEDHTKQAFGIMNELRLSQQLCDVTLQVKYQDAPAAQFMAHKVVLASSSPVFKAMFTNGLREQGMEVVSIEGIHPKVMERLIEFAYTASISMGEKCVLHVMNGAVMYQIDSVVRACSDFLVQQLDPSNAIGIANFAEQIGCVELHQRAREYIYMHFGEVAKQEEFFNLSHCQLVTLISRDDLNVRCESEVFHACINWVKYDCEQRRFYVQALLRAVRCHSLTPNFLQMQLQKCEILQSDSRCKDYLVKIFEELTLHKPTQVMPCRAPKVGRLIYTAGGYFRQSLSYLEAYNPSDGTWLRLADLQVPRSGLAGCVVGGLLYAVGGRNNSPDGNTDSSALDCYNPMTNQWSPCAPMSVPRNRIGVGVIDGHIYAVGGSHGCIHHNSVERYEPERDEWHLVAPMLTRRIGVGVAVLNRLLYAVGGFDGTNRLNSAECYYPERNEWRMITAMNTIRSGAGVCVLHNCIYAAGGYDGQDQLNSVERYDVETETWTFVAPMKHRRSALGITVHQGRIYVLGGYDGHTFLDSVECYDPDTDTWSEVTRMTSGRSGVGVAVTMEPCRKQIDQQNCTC
MOR-DOR inv ag: mu-delta opioid heterodimer inverse agonism; P35372+P41143; inhibition, % at 9.3 µM; 0.21% of 340,000 active; cell-based MOR-DOR heterodimer luminescence; in the data active = inhibition above about 22%, passing the limit was not always enough;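 note: 0% = cells with DMSO and 100% = wells without cells with DMSO; values of inactives mirror those of a sister screen read the other way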
Starred values were filed as active, the others as inactive; nt = no result given.

Screens by letter – A = CAL PDZ FP; B = cardiac RTF act; C = LANA DNA inh; D = OPRM1-OPRD1 ag; E = HTR5A ag ctr; F = V-ATPase pH; G = HTR5A inv ag; H = Cardiac RTF inh; I = Keap1 Nrf2 FP; J = MOR-DOR inv ag
(1) O=C(C(Cc1ccccc1)n1cccc1)N1CCc2ccccc21 (configuration not stated)
  A: nt	B: -3	C: 1.2	D: 4.6	E: 7	F: -4	G: -22	H: 1	I: -4	J: -27

(2) O=c1[nH]c(/C=C/c2ccccc2Cl)c([N+](=O)[O-])c(=O)[nH]1
  A: -1	B: 4	C: -1.1	D: -2.6	E: 2	F: 0	G: -6	H: 3	I: -6	J: 14

(3) CN1CCN(C(=O)CCNC(=O)Cn2cnc3ccccc3c2=O)CC1
  A: -4	B: -3	C: 0.6	D: -1.0	E: -5	F: -1	G: 16	H: -10	I: 1	J: 6

(4) C/C(CC(=O)Nc1cccnc1)=N/NC(=O)COc1ccc(Cl)cc1Br
  A: nt	B: 3	C: 0.6	D: -1.4	E: 7	F: 2	G: 8	H: -4	I: -2	J: 7

(5) CN(CC(=O)Nc1ccc(Cl)cc1)C(=O)Cn1[nH]c(=O)c2ccccc2c1=O
  A: nt	B: 1	C: -0.6	D: -0.6	E: -6	F: -1	G: 15	H: -12	I: -6	J: 4

(6) O=C(O)CCCC(=O)Nc1ccccc1C(=O)N1CCCC1
  A: -5	B: -6	C: -0.8	D: -1.9	E: -1	F: -1	G: 7	H: 0	I: -1	J: 8

(7) CN(C)c1ccc(/C=C(\C#N)c2ccccc2)cc1
  A: -8	B: -4	C: 0.7	D: 2.2	E: 3	F: 0	G: -10	H: -4	I: -1	J: -10

(8) O=C(c1cc(-c2ccc3c(c2)OCO3)on1)N1CCN(c2ccc(F)cc2)CC1
  A: nt	B: 4	C: -0.1	D: -1.9	E: 6	F: 0	G: -10	H: -11	I: -1	J: 10

(9) CSC1=NCCN1C(=O)c1ccc(S(=O)(=O)N2CCOCC2)cc1
  A: 1	B: 5	C: -0.6	D: -2.4	E: -1	F: 1	G: 3	H: -15	I: 1	J: 13

(10) O=C(N1CCOCC1)N1CCC(n2nnc3cc(F)ccc32)CC1
  A: -2	B: 8	C: 14	D: -2.5	E: -2	F: -4	G: 4	H: -3	I: -3	J: 13

(11) Cn1c2c(c(=O)n(C)c1=O)[C@@]1(C(=O)Nc3ccccc31)C(C#N)=C(N)O2
  A: -4	B: -3	C: 1.1	D: 1.1	E: 3	F: 1	G: 4	H: 3	I: -2	J: -6

(12) CCOC(=O)CSc1nc(-c2cccs2)nc2c1c(=O)n(C)c(=O)n2C
  A: nt	B: -4	C: 0.3	D: -2.2	E: 1	F: -4	G: -5	H: 4	I: -4	J: 12

(13) Cc1onc(-c2ccccc2)c1C(=O)Nc1nnc(-c2ccncc2)s1
  A: -4	B: -6	C: -2.0	D: 5.8	E: 5	F: -4	G: -5	H: 4	I: -7	J: -32

(14) COc1ccc(C(=O)O)cc1S(=O)(=O)Nc1ccc2cn[nH]c2c1
  A: -5	B: 3	C: -0.1	D: -1.6	E: 0	F: 3	G: 2	H: -9	I: -3	J: 8

(15) CCOc1ccc(NC(=O)COc2ccc3c(c2)CCC3)cc1OC
  A: -4	B: 2	C: -0.9	D: -2.8	E: 1	F: -1	G: -14	H: -14	I: 0	J: 11

(16) COC(=O)c1c(O)ccc(Oc2ccccc2)c1C(=O)OC
  A: -6	B: -5	C: 1.8	D: -3.4	E: -2	F: -2	G: 4	H: -5	I: 3	J: 17

(17) COc1cccc(NC(=O)C(C)(C)C)c1
  A: 0	B: 0	C: -0.5	D: -2.2	E: 3	F: -2	G: -41	H: -1	I: -2	J: 12

(18) COc1ccc(-c2nc(C#N)c(N3CCN(C(=O)c4ccco4)CC3)o2)cc1OC
  A: 0	B: -1	C: 0.8	D: -2.3	E: 1	F: 1	G: -2	H: -18	I: 0	J: 12

(19) CN(c1ccc(C(=O)N2CCc3ccccc3C2)cc1)S(C)(=O)=O
  A: 3	B: 4	C: 6.8	D: -1.0	E: -1	F: -4	G: -5	H: -1	I: -3	J: 5

(20) O=C(NCC(c1ccco1)N1CCc2ccccc2C1)C(=O)Nc1ccccc1F (configuration not stated)
  A: 0	B: -15	C: -1.3	D: -1.4	E: 3	F: -2	G: -16	H: -5	I: 2	J: 9

(21) Cc1ccc(S(=O)(=O)NCCC(=O)NNC(=O)c2ccccc2Cl)cc1C
  A: 9	B: 3	C: -1.8	D: -1.1	E: 5	F: -4	G: -12	H: 5	I: -2	J: 8

(22) CC(=O)c1c(C)[nH]c(C(=O)CN2C(=O)NC(C)(c3ccc4c(c3)OCCO4)C2=O)c1C (configuration not stated)
  A: -5	B: 2	C: -0.6	D: -1.8	E: -1	F: -3	G: -8	H: -1	I: -3	J: 12

(23) O=C(NCC1CCCC(CNC(=O)N2CCc3ccccc32)C1)N1CCc2ccccc21 (configuration not stated)
  A: -3	B: -1	C: -3.0	D: -1.4	E: -5	F: 1	G: 12	H: -8	I: -9	J: 7

(24) COC(=O)c1nn(C23CC4CC(CC(C4)C2)C3)c2c1C(=O)N(c1ccc(F)cc1)C2=O
  A: 0	B: -5	C: -0.2	D: -2.8	E: -1	F: -1	G: 2	H: 7	I: 3	J: 16

(25) Cc1onc(-c2c(Cl)cccc2Cl)c1C(=O)NCc1cccs1
  A: -3	B: -2	C: -0.4	D: -1.7	E: 1	F: 3	G: 0	H: -4	I: 0	J: 9

In the list so far, 2 have a COOH group:
Screens by letter – A = CAL PDZ FP; B = cardiac RTF act; C = LANA DNA inh; D = OPRM1-OPRD1 ag; E = HTR5A ag ctr; F = V-ATPase pH; G = HTR5A inv ag; H = Cardiac RTF inh; I = Keap1 Nrf2 FP; J = MOR-DOR inv ag
(6) O=C(O)CCCC(=O)Nc1ccccc1C(=O)N1CCCC1
  A: -5	B: -6	C: -0.8	D: -1.9	E: -1	F: -1	G: 7	H: 0	I: -1	J: 8

(14) COc1ccc(C(=O)O)cc1S(=O)(=O)Nc1ccc2cn[nH]c2c1
  A: -5	B: 3	C: -0.1	D: -1.6	E: 0	F: 3	G: 2	H: -9	I: -3	J: 8

Remaining list, next part:
Screens by letter – A = CAL PDZ FP; B = cardiac RTF act; C = LANA DNA inh; D = OPRM1-OPRD1 ag; E = HTR5A ag ctr; F = V-ATPase pH; G = HTR5A inv ag; H = Cardiac RTF inh; I = Keap1 Nrf2 FP; J = MOR-DOR inv ag
(26) COc1ccc(-n2c3nc4ccccc4nc3c3c(=N)oc(C)nc32)cc1
  A: -2	B: -5	C: -0.7	D: -1.6	E: -1	F: 4	G: -14	H: -5	I: -5	J: 9

(27) Cc1ccnc(SCC(=O)c2ccc(Br)s2)n1
  A: -4	B: 2	C: -0.3	D: -0.8	E: -4	F: 0	G: 11	H: 0	I: -2	J: 6

(28) NNC(=O)c1cccc(O)c1
  A: -5	B: -3	C: 2.1	D: 0.6	E: 2	F: 1	G: -7	H: -21	I: -2	J: -3

(29) Cc1ccc(NC(=O)c2c(C)nc(Nc3nc4ccccc4o3)nc2C)cc1
  A: -1	B: -1	C: 0.7	D: -1.1	E: 8	F: 2	G: -12	H: -2	I: 5	J: 6

(30) CC1(C)OC(=O)C(=CNCCc2ccc(O)cc2)C(=O)O1
  A: nt	B: 4	C: 0.3	D: -2.0	E: -2	F: 0	G: 4	H: -3	I: -3	J: 10

(31) O=C(N/N=C/c1ccc(-n2ccnc2)cc1)c1cccs1
  A: -6	B: -8	C: -0.9	D: -3.7	E: 1	F: -1	G: 10	H: 3	I: -2	J: 20

(32) Cc1cc(Br)cc(Br)c1OCC(=O)NNC(=O)CCC(=O)NCc1ccccc1
  A: 1	B: 3	C: 0.0	D: -1.3	E: 5	F: 2	G: -9	H: -6	I: -5	J: 4

(33) CC(C)CC(=O)Nc1cc(NC(=O)CC(C)C)cc(C(=O)NC(C)(C)C)c1
  A: -3	B: -4	C: 0.4	D: -3.4	E: 8	F: 4	G: -19	H: -3	I: -3	J: 14

(34) Cc1nn2c(-c3ccccc3)c(-c3ccccc3)nc2[nH]c1=O
  A: -4	B: -6	C: -0.5	D: -4.8	E: 1	F: 1	G: 6	H: 0	I: -1	J: 20

(35) COc1cccc(NC(=O)COC(=O)c2c(NC(C)=O)sc(C)c2C)c1
  A: -3	B: 2	C: -0.2	D: 2.2	E: 1	F: 7	G: 13	H: -11	I: 3	J: -8

(36) O=C(COC(=O)c1ccc(Cl)c([N+](=O)[O-])c1)NC1CCCC1
  A: -1	B: -1	C: 0.8	D: -1.2	E: -3	F: 2	G: 12	H: -6	I: 2	J: 7

(37) O=C(CC1S/C(=N/N=C2CCCCCC2)NC1=O)Nc1ccccc1F (configuration not stated)
  A: -4	B: -3	C: 0.2	D: -1.5	E: 8	F: 0	G: -28	H: -4	I: 0	J: 9

(38) O=C(c1ccc(F)c(S(=O)(=O)N2CCOCC2)c1)N(CCc1ccccc1)Cc1ccccc1
  A: -2	B: -3	C: -0.1	D: 5.3	E: 1	F: -5	G: -1	H: -4	I: -3	J: -35

(39) Cn1nc(C(F)(F)F)c(/C=N/OC(=O)c2ccccc2)c1SCc1ccccc1Cl
  A: -4	B: -3	C: -0.3	D: 0.5	E: -3	F: 3	G: 9	H: -1	I: 3	J: -3

(40) Cc1ccc(NC(=O)c2cc(S(=O)(=O)N3CCCC3)cn2C)cc1
  A: nt	B: -3	C: 0.4	D: -3.6	E: -1	F: -3	G: -6	H: -6	I: -2	J: 20

(41) CC(C)OC(=O)CSc1nnc(CNc2nc(-c3ccccc3)cs2)n1C
  A: 0	B: -6	C: 0.2	D: 0.6	E: -2	F: 1	G: -10	H: -1	I: -6	J: -3

(42) CCN1C(=NCC(C)C)N[C@@H](c2cccc(F)c2)C(C(=O)OC)=C1C
  A: -5	B: -1	C: -0.1	D: -3.1	E: 0	F: 2	G: -1	H: -13	I: 0	J: 18

(43) COc1cc(C(F)(F)F)c(C(=O)N(C)Cc2cccc(Cl)c2)cn1
  A: -2	B: 3	C: 0.8	D: -1.1	E: -3	F: 0	G: 10	H: 2	I: -5	J: 6

(44) O=C(Nc1nc2ccc(S(=O)(=O)N3CCCCC3)cc2s1)c1ccncc1
  A: 4	B: -1	C: 1.0	D: -0.2	E: 14	F: 3	G: -36	H: -11	I: -1	J: 1

(45) COCc1nnc(NC(=O)c2cccc(NC(=O)C(C)C)c2)s1
  A: -2	B: -4	C: -3.0	D: -3.9	E: 4	F: 1	G: -10	H: -4	I: -1	J: 19

(46) CS(=O)(=O)N1CCc2cc(S(=O)(=O)Nc3ccc4c(c3)OCCO4)ccc21
  A: -2	B: 4	C: 0.4	D: -1.3	E: -1	F: -2	G: 4	H: 1	I: 2	J: 7

(47) CC(C)N(CC(=O)Nc1ccc(Cl)cc1C(F)(F)F)C(=O)CCl
  A: -2	B: 6	C: -2.0	D: 1.0	E: 12*	F: -2	G: -30	H: -3	I: -4	J: -4

(48) COc1ccc(/C=N/NC(=O)C(=O)NCc2cccnc2)cc1OC
  A: 2	B: 8	C: -0.4	D: 2.2	E: 13	F: 3	G: -33	H: 3	I: -8	J: -13
